Diaphorase inh = diaphorase inhibition or chemical oxidation counter-screen; AID 1217; 190,000 compounds, 0.69% hits; diaphorase resazurin-to-resorufin fluorescence, NADH, 16 min; bacterial (C. kluyveri) enzyme, not human; inhibition, % at 20 µM;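 active = primary screen inhibition at 20 µM above a set limit, cut at about 50% in these data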;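 note: plate controls were DMSO with full reaction for no effect and wells lacking NADH for full effect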
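Assay system: diaphorase enzyme from Clostridium kluyveri; Input: enzyme working solution with 0.14 U/mL diaphorase; Timing: 16 min at room temperature; Technique: resorufin fluorescence, excitation 544 nm, emission 590 nm; Benchmarks: positive control minus NADH, DMSO neutral control.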
Diaphorase act = activates diaphorase or chemically reduces, flagging diaphorase assay artifacts | Diaphorase/resazurin coupled assay, resorufin fluorescence, 16 min; stronger effect = higher value; 1 = vehicle wells, 0 = NADH-free wells | activation factor at 20 µM | 190,000 compounds, 0.005% hits;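 active = diaphorase activity raised at least twofold by the compound at 20 µM; inactive = activation factor below 2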
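Test system: Clostridium kluyveri diaphorase, purified enzyme; input: enzyme 0.07 U/mL final; buffer or medium: 50 mM HEPES pH 7.4 with 4.542 mM MgCl2, 0.005% Tween 20; also added: 0.114 mM NADH and 0.1 mM resazurin, final amounts; schedule: 16 min enzyme reaction, ambient temperature; technique: fluorescence of resorufin, 544 nm excitation, 590 nm emission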
TLR4-MyD88 BLA = inhibitors of human TLR4-MyD88 binding | inhibition, % at 8.4 µM | HeLa CL3-4 TLR4/MyD88 BLA complementation, FRET ratio | 200,000 compounds, 0.18% hits | AID 861; in the data active = inhibition above about 25%;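 note: 0% = vehicle and 100% = reference inhibitor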
G6PDH CS = L. mesenteroides G6PDH inhibition counter-screen | Purified L. mesenteroides G6PDH, diaphorase/resazurin coupled fluorescence, 45 min | 200,000 compounds, 0.12% hits | AID 1020 | inhibition, % at 5 µM
DTT redox prof = compounds producing H2O2 with reducing agent – biochemical, NIH compound library profiling, artefact control for MLSCN library redox annotation, primary screen; DTT-dependent redox cycling H2O2, phenol red/HRP absorbance; 100% = 100 µM peroxide control, 0% = buffer; 200,000 compounds, 0.03% hits; activation, % at 10 µM;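 active = activation of at least 50% relative to the plate's high and low controls in the primary single-dose screen; inactive = activation below 50%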;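 note: compound incubated with DTT at 0.8 mM final as the reducing agent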
S1P3 antag = antagonists of human S1P3 receptor | Q99500 | CHO S1P3 NFAT-BLA reporter, FRET fluorescence, antagonist mode | inhibition, % at 4.98 µM | 170,000 compounds, 0.27% hits | AID 485;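 active = inhibition above the plate cutoff, the mean inhibition of test wells on that plate plus 3 SD, cut at about 28% in these data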;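 note: cells challenged with S1P at its EC80 of 0.8 µM; blue over green emission ratio from cleaved BLA substrate after 4 h stimulation; 0% = S1P-stimulated wells and 100% = unstimulated DMSO-only wells; some compounds past the cut are filed as inactive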
Target sequence (Q99500 whole entry, looked up): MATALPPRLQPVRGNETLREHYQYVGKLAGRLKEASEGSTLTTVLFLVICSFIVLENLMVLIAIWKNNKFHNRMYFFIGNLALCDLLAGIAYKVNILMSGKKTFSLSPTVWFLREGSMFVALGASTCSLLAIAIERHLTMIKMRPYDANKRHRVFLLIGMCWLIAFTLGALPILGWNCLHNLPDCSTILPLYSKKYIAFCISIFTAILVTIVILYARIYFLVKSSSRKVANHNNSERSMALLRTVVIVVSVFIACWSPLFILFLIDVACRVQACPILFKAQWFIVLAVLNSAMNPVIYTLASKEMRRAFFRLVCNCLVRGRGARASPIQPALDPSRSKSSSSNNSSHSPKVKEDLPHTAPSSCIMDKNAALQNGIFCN
Hsp70 activator = Hsp70 transcriptional activation, primary screen | HeLa Hsp70 promoter luciferase reporter, luminescence; scaled: vehicle 0, proteasome-inhibitor control 100% | activation, % at 10 µM | AID 1203 | 200,000 compounds, 0.04% hits;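 active = activation above the mean across all tested compounds plus 3 SD, cutoff set per campaign, cut at about 5.5% in these data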;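 note: 100% = MG132 at 30 µM as the positive control and 0% = DMSO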
Lmaj promast = inhibitors of Leishmania major promastigote growth. Leishmania major promastigotes, resazurin fluorescence viability. inhibition, % at 10 µM. 200,000 compounds, 9% hits. AID 1063;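 note: promastigotes grown with compound for 44 hours at 28 °C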
PMI act satM6P = increases human PMI activity with near-saturating mannose 6-phosphate | AID 1216 | coupled PMI enzyme assay, resazurin fluorescence, 20 min; stronger effect = higher value; 1 = untreated enzyme, 0 = substrate-free blank | activation factor at 20 µM | 190,000 compounds, 0.34% hits | P34949;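 active = activation factor of 2 or more at 20 µM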
Target sequence (P34949 whole entry, looked up): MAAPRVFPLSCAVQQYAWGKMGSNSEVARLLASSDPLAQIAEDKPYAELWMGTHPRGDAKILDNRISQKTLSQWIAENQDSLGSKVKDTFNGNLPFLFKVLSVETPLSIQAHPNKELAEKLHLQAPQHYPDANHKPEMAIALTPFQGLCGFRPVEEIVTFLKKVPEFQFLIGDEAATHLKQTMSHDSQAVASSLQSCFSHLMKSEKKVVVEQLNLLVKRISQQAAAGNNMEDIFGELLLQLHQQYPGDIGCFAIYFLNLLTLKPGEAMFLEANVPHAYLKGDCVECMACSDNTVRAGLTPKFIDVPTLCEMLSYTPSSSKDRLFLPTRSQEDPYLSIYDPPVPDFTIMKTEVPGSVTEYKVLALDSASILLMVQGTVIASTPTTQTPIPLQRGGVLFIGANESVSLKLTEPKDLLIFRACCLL
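Test system: human PMI in coupled enzyme assay; Input: PMI at 15 ng/mL final; Medium: HEPES buffer, pH 7.4; Schedule: 20 min incubation at room temperature; Technique: resorufin fluorescence at Ex 544/Em 590 nm; Compound: 20 µM single dose; Probe or stimulus: Near-saturating mannose-6-phosphate, 1.0 mM.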
PMI act = activators of human phosphomannose isomerase; P34949; purified human PMI, coupled resazurin fluorescence, 20 min; stronger effect = higher value; 1 = vehicle control, 0 substrate-free wells; activation factor at 20 µM; 190,000 compounds, 0.005% hits;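 active = activation factor of 2 or more at 20 µM, relative to plate controls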
RAM inhibit = yeast RAM network inhibition; S. cerevisiae dse1pr::URA3 reporter, 5-FOA growth OD615, 2 d; analog-sensitive cbk1-as2 kinase mutant strain; inhibition, % at 50 µM; 190,000 compounds, 1.8% hits; AID 868;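 active = inhibition above a set limit, 3 SD over mean compound inhibition, cut at about 8.4% in these data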;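 note: 0% = DMSO-only wells with no growth and 100% = 10 µM 1-NA-PP1 full growth; inhibition rescues growth on 5-FOA so higher OD means more RAM inhibition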
Numbers without * were called inactive; . = no result given. Cut-off read from the data, not from the text of the source, unless noted: active = inhibition above about 50%; inactive = the rest.

SMILES	Diaphorase inh	Diaphorase act	TLR4-MyD88 BLA	G6PDH CS	DTT redox prof	S1P3 antag	Hsp70 activator	Lmaj promast	PMI act satM6P	PMI act	RAM inhibit
OC1CN=C2Sc3ccccc3N2C1 (stereo unspecified)	3	1	-3	-8	1.1	.	-0.3	-1	1	1	0.4
CCc1ccc(NC(=O)c2cccnc2)cc1	11	0.9	-11	-9	2.8	-17	-0.1	-7	1	0.9	0.9
Cc1ccccc1-c1n[nH]c(=S)n1Cc1ccccc1	-9	1.1	3	8	-0.5	1	0.0	-6	1.1	1.1	0.9
CC(=O)c1sc(-c2ccccn2)nc1C	3	1	3	4	0.8	2	0.1	-5	1.1	1.1	0.5
Cc1ccc(S(=O)(=O)N(C)C)cc1NC(=O)c1ccncc1	3	1	2	14	-1.9	-8	-0.2	-4	1.1	0.9	0.4
O=S(=O)(/N=C/N1CCOCC1)c1ccc(Cl)cc1	9	0.9	-2	2	2.1	-15	-0.2	-4	1	1	1.5
COc1ccc(C(=O)N/C(=C\c2cccc3ccccc23)C(=O)N2CCN(C)CC2)cc1OC	0	1	2	1	0.7	-6	-0.1	3	0.9	1	1.9
O=C(O)c1cccc(CSc2nc(-c3ccccc3)cc(C(F)(F)F)n2)c1	24	0.8	0	7	-0.3	-18	-0.4	-6	0.7	1	1.4
Cc1sc2ncnc(N3CCCC(C)C3)c2c1C (stereo unspecified)	15	0.8	-2	3	-0.4	-10	0.0	-10	0.9	1	0.1
c1ccc(CSc2ncccn2)cc1	15	0.8	1	-10	-4.0	25	0.1	-4	0.9	0.9	1.7
COc1ccc(Cl)cc1NC(=O)Cn1cccc1	3	1	10	5	0.0	-12	-0.3	-4	1	0.9	3.7
CCc1nc2c(c(=O)c3ccccc3n2C)c(=O)n1-c1ccc(F)cc1	74*	0.3	3	-1	0.4	-6	-0.3	2	0.9	0.9	0.8
Nc1cc(Cl)ccc1Oc1ccccc1	8	0.9	4	1	-1.1	-38	-0.2	3	1	1	1.6
COc1ccc(Br)cc1CN1CCN(C(=O)c2ccc(OC)c(OC)c2)CC1	26	0.7	-10	9	0.1	-3	-0.4	1	1	0.9	0.2
N#CCC(=O)N/N=C/c1cc([N+](=O)[O-])ccc1N1CCCC1	17	0.8	-6	6	-0.3	-9	-0.3	16	1	1	0.0
Clc1ccc2[nH]c3c(NCCCN4CCOCC4)ncnc3c2c1	-8	1.1	21	0	-0.7	.	-0.3	13	1	1	0.7
O=C(O)Cn1c(P(=O)(O)c2ccccc2)nc2ccccc21	16	0.8	1	3	-0.4	-6	-0.2	-1	1	1	-0.3
COC(=O)C1=C(N)Oc2cc(C)n(Cc3ccncc3)c(=O)c2C1c1cccnc1 (stereo unspecified)	.	.	7	.	-0.2	-25	0.0	18	.	.	.
O=S(=O)(Cc1ccccc1)Nn1cnnc1	2	1	0	1	-0.8	-23	-0.2	-5	1	1	0.1
COc1ccc(CNC(=O)C/C(C)=N/NC(=O)c2ccc([N+](=O)[O-])cc2Cl)cc1	12	0.9	4	3	0.0	-12	-0.3	12	1	1.1	-0.1

Of the compounds above, 4 have an aryl methoxy group.
SMILES	Diaphorase inh	Diaphorase act	TLR4-MyD88 BLA	G6PDH CS	DTT redox prof	S1P3 antag	Hsp70 activator	Lmaj promast	PMI act satM6P	PMI act	RAM inhibit
COc1ccc(C(=O)N/C(=C\c2cccc3ccccc23)C(=O)N2CCN(C)CC2)cc1OC	0	1	2	1	0.7	-6	-0.1	3	0.9	1	1.9
COc1ccc(Cl)cc1NC(=O)Cn1cccc1	3	1	10	5	0.0	-12	-0.3	-4	1	0.9	3.7
COc1ccc(Br)cc1CN1CCN(C(=O)c2ccc(OC)c(OC)c2)CC1	26	0.7	-10	9	0.1	-3	-0.4	1	1	0.9	0.2
COc1ccc(CNC(=O)C/C(C)=N/NC(=O)c2ccc([N+](=O)[O-])cc2Cl)cc1	12	0.9	4	3	0.0	-12	-0.3	12	1	1.1	-0.1

The list goes on.
SMILES	Diaphorase inh	Diaphorase act	TLR4-MyD88 BLA	G6PDH CS	DTT redox prof	S1P3 antag	Hsp70 activator	Lmaj promast	PMI act satM6P	PMI act	RAM inhibit
CC(/C=C/c1ccccc1)=N\NC(=O)CCc1ccccc1	19	0.8	-10	15	0.1	-17	0.6	-2	0.9	0.9	3.4
S=c1[nH]nc(-c2ccco2)n1C1CCCCC1	23	0.8	-9	12	0.4	-10	-0.3	-7	0.9	0.8	1.4
Cc1ccc(C(=O)COC(=O)c2ccc3c(c2)C(=O)N(c2cccc4ncccc24)C3=O)cc1C	-27	1.3	0	-2	-3.2	.	-0.2	-1	1.2	1	3.4
CCOC(=O)CNc1ncc(C(F)(F)F)cc1Cl	3	1	-4	7	-0.5	-9	0.0	-9	1	1	0.8
CCCOc1ccc(CSC2=NCCN2)cc1[N+](=O)[O-]	8	0.9	12	0	-8.9	.	-0.2	57*	1	1	1.7
COc1ccc(-c2noc(CSc3nc(N)c(-c4ccccc4)c(=O)[nH]3)n2)cc1OC	20	0.8	-18	-31	0.4	4	0.1	2	0.9	0.8	4.0
O=S1(=O)N=C(Nc2ccc(O)c(CN3CCCCC3)c2)c2ccccc21	-7	1.1	7	4	0.2	2	-0.2	55*	1.1	1.1	1.3
O=C(Nc1ccccc1O)c1nc(Cl)ccc1Cl	13	0.9	0	4	7.7	1	-0.3	-12	0.8	0.9	0.7
CC1(C)NC(=O)N(CC(O)CN2CCCCC2)C1=O (stereo unspecified)	10	0.9	-5	-19	-2.7	-9	-0.1	-2	0.9	0.9	1.5
O=C(CSc1nc(-c2ccco2)cc(C(F)(F)F)n1)NCCCn1ccnc1	2	1	-7	6	-0.5	5	-0.1	-3	0.9	0.9	-0.2
CC(C)Oc1ccc(NC(N)=O)cc1	10	0.9	-6	0	0.1	-4	-0.1	-2	1	0.9	-1.2
CC(=O)c1ccc(S(=O)(=O)Nc2ccc(C(=O)NCC(c3ccccc3)N(C)C)cc2)cc1 (stereo unspecified)	-12	1.1	2	11	-0.8	4	-0.2	0	1	1.1	1.8
CN(C)C(=O)c1cc(-c2ccccc2)no1	9	0.9	5	2	-1.2	-19	0.2	-7	1	1	-0.2
COc1cccc(S(=O)(=O)N2CCN(C(=O)c3ccco3)CC2)c1	-14	1.1	3	15	-1.0	-15	0.0	-2	1	1	0.0
Cc1cccc(-n2cnc(C(=O)O)c2)n1	11	0.9	-6	14	-1.2	-13	0.0	-6	1	1.1	1.7
COc1cccc(NC(=O)C(NC2CCCC2)c2ccccc2)c1 (stereo unspecified)	2	1	-15	8	1.8	.	1.4	14	1	1	-0.1
O=C(Nc1nnc(-c2ccncc2)o1)c1ccccc1	6	0.9	14	4	-1.6	-22	0.0	3	1	1	1.3
Cc1sc2ncn3c(C)nnc3c2c1C	20	0.8	8	-6	1.3	-6	0.2	9	0.9	0.9	1.0
CCC(=O)c1ccc(OCC(O)Cn2nc(C)c(C(C)=O)c2C)cc1 (stereo unspecified)	11	0.9	14	4	-1.0	-8	0.0	-2	0.9	1	2.1
Nn1c(SC/C=C/c2ccccc2)nnc1-c1cccnc1	-4	1	4	1	-0.5	13	-0.1	0	1.1	1.1	0.3
Cc1noc(C(=O)Nc2ccc3c(c2)OCO3)c1Cl	16	0.8	0	2	-0.2	-32	0.1	-5	0.9	1.1	2.5
O=C(Nc1nnc(C2CC2)s1)c1ccco1	5	1	0	6	-0.1	-2	-0.1	-9	0.9	1	1.0
O=C(Nc1ccc2c(c1)OCO2)c1cc(C2CC2)on1	17	0.8	2	0	-0.2	40	-0.1	52*	0.8	0.8	2.4
COc1ccccc1NC(=O)CN1C(=O)CCS(=O)(=O)c2ccccc21	26	0.7	3	11	-3.5	.	-0.3	1	0.7	1	0.7
COc1cccc(N2CCN(C(=S)NCc3ccco3)CC2)c1	8	0.9	-3	5	0.1	.	-0.2	-4	0.9	1	-0.8
Cc1ccc(-c2cc(C(F)F)nc(NCc3cccnc3)n2)cc1	28	0.7	-12	6	-6.7	.	-0.2	57*	0.8	0.8	0.8
Cc1cccc(NC(=S)NC(=O)/C=C/c2ccco2)c1	26	0.7	-1	6	-0.3	-1	-0.1	3	1	1	1.6
Cc1ccc(CNC(=O)CN(C)S(=O)(=O)c2cccs2)cc1	3	1	3	1	-0.9	-10	0.0	1	1	1.1	1.1
CCN(CC)S(=O)(=O)c1cc(NC(=O)COC(=O)c2sc3ccccc3c2Cl)ccc1C	11	0.9	-4	11	0.1	-1	-0.1	50*	1	1	3.7
Cc1cccc(OCC(=O)Nc2ccc(S(=O)(=O)Nc3cc(C)nc(C)n3)cc2)c1	9	0.9	-9	16	-0.6	-13	-0.1	2	0.9	0.9	1.2
CC1=CC(c2ccccc2)n2nc(N3C(=O)C4CC=CCC4C3=O)nc2N1 (stereo unspecified)	-8	1.1	13	9	-0.9	.	-0.1	-1	1.1	1.1	0.4
COc1ccc(C2N3CC4(C)CN2CC(C)(C3)C4=O)cc1OC (stereo unspecified)	22	0.8	-11	3	-0.7	-19	0.1	-6	0.9	0.9	2.0
COc1cc(NC(=O)c2ccc3c(SCC(=O)O)c4c(nc3c2)CCCC4)cc(OC)c1OC	12	0.9	1	2	-0.1	-2	-0.1	9	1	1	7.1
N#Cc1ccc(-n2c(-c3ccccc3)nnc2-c2ccccc2)cc1C#N	24	0.8	3	11	1.2	.	-0.2	48	0.9	0.9	1.7
Cc1ccc(C(=O)OCc2c(C)noc2C)cc1NC(=O)c1ccco1	12	0.9	-8	0	0.4	-5	-0.3	-3	1	1	0.1
O=C(C1CCCO1)N1CCC(O)(c2ccccc2)CC1 (stereo unspecified)	8	0.9	4	4	0.3	-2	0.1	-9	1	1	-0.1
CC(C)N(C(=O)CSc1nnc(-c2cc3ccccc3cc2O)n1Cc1ccco1)C(C)C	19	0.8	12	-30	-3.3	19	-0.2	54*	0.8	0.8	3.8
O=C1c2ccccc2N2C(=O)c3ccccc3C2N1Cc1ccco1 (stereo unspecified)	23	0.8	0	0	-1.5	.	-0.3	-4	1	1	3.7
CCNc1nc(SCC(=O)OC)nc(N(C)C)n1	9	0.9	5	6	-1.5	-17	-0.1	-6	0.9	1	0.7
